# Bioassay records from PubChem.
# FBW7 activator – activators of human E3 ligase FBW7; hit rate 0.13% among 650,000; AlphaScreen FBW7–phospho-cyclin E peptide binding, activator screen; AID 1259310; normalized activity (activation), % at 26.1 µM; Q969H0; in the data active means normalized activity above about 1.9%;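 further: purified mutant Fbw7 with reduced substrate affinity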
# Target sequence (Q969H0 whole entry, looked up): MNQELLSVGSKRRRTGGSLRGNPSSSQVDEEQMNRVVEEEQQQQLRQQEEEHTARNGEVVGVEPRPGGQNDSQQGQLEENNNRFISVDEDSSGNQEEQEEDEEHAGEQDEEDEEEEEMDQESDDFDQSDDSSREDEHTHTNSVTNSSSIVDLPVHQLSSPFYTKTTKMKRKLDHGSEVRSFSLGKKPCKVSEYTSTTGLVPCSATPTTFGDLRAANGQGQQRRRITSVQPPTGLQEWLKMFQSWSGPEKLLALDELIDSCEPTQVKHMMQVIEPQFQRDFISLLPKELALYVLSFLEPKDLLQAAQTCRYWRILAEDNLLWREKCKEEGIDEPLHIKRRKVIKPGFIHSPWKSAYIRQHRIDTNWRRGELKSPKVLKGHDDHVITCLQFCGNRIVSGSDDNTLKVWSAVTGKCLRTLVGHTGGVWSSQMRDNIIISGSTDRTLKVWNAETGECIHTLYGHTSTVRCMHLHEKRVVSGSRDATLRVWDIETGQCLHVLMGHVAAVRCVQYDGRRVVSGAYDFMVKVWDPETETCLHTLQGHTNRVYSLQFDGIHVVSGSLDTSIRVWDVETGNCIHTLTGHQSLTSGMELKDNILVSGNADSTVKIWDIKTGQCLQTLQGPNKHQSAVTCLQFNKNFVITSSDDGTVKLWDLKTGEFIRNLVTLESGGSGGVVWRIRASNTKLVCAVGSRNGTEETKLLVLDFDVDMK
# GPR151 ag – activates the human receptor GPR151 | Q8TDV0 | PathHunter beta-arrestin GPR151 cells, luminescence | activation, % at 11.2 µM | hit rate 1% among 650,000; in the data active means activation above about 4.9%;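 further: 0% = median of compound wells and 100% = cells with positive control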
# Target sequence (Q8TDV0 whole entry, looked up): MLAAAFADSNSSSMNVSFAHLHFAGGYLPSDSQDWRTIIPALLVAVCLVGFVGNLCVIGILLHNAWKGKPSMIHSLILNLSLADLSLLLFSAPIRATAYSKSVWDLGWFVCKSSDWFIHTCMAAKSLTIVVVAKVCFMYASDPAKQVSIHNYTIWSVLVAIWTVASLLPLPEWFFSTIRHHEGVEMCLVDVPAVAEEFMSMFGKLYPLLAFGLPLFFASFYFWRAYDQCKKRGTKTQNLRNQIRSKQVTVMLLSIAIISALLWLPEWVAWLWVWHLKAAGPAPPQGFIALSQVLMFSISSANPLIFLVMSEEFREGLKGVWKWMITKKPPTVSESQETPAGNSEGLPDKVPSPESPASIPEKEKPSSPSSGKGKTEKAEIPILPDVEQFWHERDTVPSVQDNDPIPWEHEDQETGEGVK
# TEAD-YAP inh – TEAD-YAP interaction inhibition; HEK-TIYL cells, TEAD-Gal4/YAP UAS-luciferase luminescence; inhibition, % at 9.12 µM; hit rate 1.4% among 640,000; in the data active means inhibition above about 32%;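 further: 0% = median of test compound wells and 100% = reference inhibitor wells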
# MITF primary – blocks human microphthalmia-associated transcription factor | O75030 | hit rate 0.91% among 650,000 | AlphaScreen MITF homodimerization, bead proximity signal | inhibition, % at 2.6 µM | AID 1259374; in the data active means inhibition above about 50%;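 further: 0% = vehicle wells with protein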
# * = called active by the depositor; & = joins results of further samples.
SMILES,FBW7 activator,GPR151 ag,TEAD-YAP inh,MITF primary
O=C(CSc1nc2ccccc2o1)N1CCc2ccccc2C1,-0.1,-0.4,9.1,2.7
O=C(CCl)N(Cc1ccco1)c1nc(-c2ccc(F)cc2)cs1,0.8,-1.5,-48.6,10.8
Cc1cc(N2C(=O)c3ccc(Oc4ccc(NC(=O)CSc5ccc(Cl)cc5)cc4)cc3C2=O)no1,-0.1,1.6,9.7,-4.0
O=c1oc2ccc(Cl)cc2cc1-c1nnc(NCc2ccc3c(c2)OCO3)s1,0.0,1.4,10.3,12.2
CS(=O)(=O)N(Cc1ccccc1)c1ccc(C(=O)NCc2ccncc2)cc1,-0.1,1.8,-1.7,-2.2
c1ccc2c(c1)sc1nnc(SCc3cn4ccsc4n3)n12,0.1,1.7,-50.6,5.7
O=C(CSc1nnc(-c2cccc(F)c2)n1-c1ccccc1)Nc1ccccc1,-0.2,-1.0,1.4,2.7
CCc1cccc(NC(=O)c2ccc(NC(=O)c3cccc(C)c3)cc2)c1,0.1,-1.5,-1.3,-6.8
COc1ccccc1N1CCN(C(=O)c2ccc(N3CC4CC(C3)c3cccc(=O)n3C4)c(NC(=O)c3ccc(Br)o3)c2)CC1 (stereo unspecified),0.2,2.9,-5.1,-4.8
COc1ccccc1OCc1nc(C#N)c(N(C)C)o1,0.0,-0.3,-24.9,3.8
Cc1cc(NC(=O)C(C)NCc2ccc(F)cc2)no1 (stereo unspecified),-0.4,1.0,-42.4,14.3
CCOC(=O)C(C)OC(=O)c1ccc(Cl)c([N+](=O)[O-])c1 (stereo unspecified),-0.1,-1.0,2.3,1.2
COc1ccc(NC(=O)c2ccc(C(=O)c3ccccc3)o2)cc1,-0.1,0.1,-16.2,-3.6
O=C(CSc1ccc(-c2ccc3c(c2)OCCO3)nn1)Nc1nccs1,0.3,2.1,-34.9,16.4
O=C(Nc1ccc(F)c(Cl)c1)c1nn2c(C(F)(F)F)cc(-c3cccs3)nc2c1Cl,-0.1,2.0,6.3,1.2
O=C(COc1ccccc1)Nc1ccc(N2CCCCC2)cc1,-0.1,-1.2,-32.3,17.6
COc1ccc(NC(=O)CSc2ccncc2)c([N+](=O)[O-])c1,-0.2,0.1,11.8,2.1
COc1cccc(C=O)c1OCc1cccc(I)c1,-0.1,0.5,-1.8,3.8
CCCN(CC1CC1)C(=O)C1CCN(Cc2ccc(C)cc2)CC1,0.3,5.2*,3.1,53.4*
COc1cccc(C(=O)N=c2sc3cc([N+](=O)[O-])ccc3n2C)c1OC,-0.1,-0.3,-10.3,-1.7
COc1ccc(C(=O)N(c2ccc(OC)cc2)S(=O)(=O)c2ccc(Cl)cc2)cc1,-0.2,0.5,1.9,4.0
N#Cc1cc(-c2ccnc(Nc3cccc(NC(=O)N4CCCC4)c3)n2)ccc1N1CCCC1,0.3,0.3,45.2*,22.3
CN(C)c1ccc(CNC2CCCCC2)cc1,0.0,-0.2,-0.8,17.7
CC(CO)NCc1cc2cc3c(cc2n(CCN2CCCCC2)c1=O)OCO3 (stereo unspecified),-0.2,2.9,-8.8,8.5
O=C(NCc1cccc(C(F)(F)F)c1)c1ccnc(N2CCC(N3CCOCC3)CC2)c1,0.0,2.9,9.9,-9.2
COc1ccc(OC)c(CNC(=O)Cc2c(C(=O)O)[nH]c3ccccc23)c1,0.0,0.0,5.3,-5.0
COc1ccc(C(=O)COC(=O)c2ccc(N)c([N+](=O)[O-])c2)c(OC)c1,-0.1,-0.6,-6.0,18.0
Cc1cc(C)c(C2=Nn3c(C)nnc3SC2C)cc1C (stereo unspecified),0.5,-0.6,-9.5,-1.2
CC(C)(C)NC(=O)C(c1ccccc1F)N(C(=O)c1csnn1)c1ccccc1 (stereo unspecified),1.1,-1.0,16.6,13.8
CC1(C)CC(=O)C(C=Nc2ccccc2Br)=C(O)C1,0.0,-0.5,2.7,0.3
CC(=O)OCc1cc(Cl)ccc1O,0.0,-0.3,-1.9,12.3
O=c1oc2c(-c3ccccc3)cc(O)cc2s1,0.0,0.8,-1.1,4.6
NC(=O)C1CCN(S(=O)(=O)c2cccc(C(F)(F)F)c2)CC1,0.1,-1.3,-4.3,10.2
COc1ccc(CCNC(=O)CCCCCn2c(SCc3csc4ccc(Cl)cc34)nc3ccsc3c2=O)cc1OC,-0.1,-1.1,0.9,-7.3
O=C1C(=O)N(c2ccc(C(=O)O)cc2)C(c2cccc([N+](=O)[O-])c2)/C1=C(/O)c1ccccc1 (stereo unspecified),-0.1,1.8,-3.5,0.4
O=C(CSc1nnc(NC(=O)Cc2cccc3ccccc23)s1)NCc1ccccc1,0.1,0.8,12.6,5.8
CCc1ccc2c(c1)cc(CN(Cc1ccco1)C(=O)c1ccc(OC)cc1)c1nnnn12,-0.2,0.2,-13.5,6.1
Oc1c(C(Nc2cccc(Cl)c2)c2ccncc2)ccc2cccnc12 (stereo unspecified),-1.9,-0.1,31.0,102.6*
O=C(Cc1cccc2ccccc12)Nc1ccc(S(=O)(=O)N2CCCC2)cc1,0.0,-1.6,9.3,-4.5
CSc1nc(NN)c2c3c(sc2n1)CCCC3,-0.4,-0.5,-17.5,-0.5
C=C(C)Cn1c(SC)nc2sc3c(c2c1=O)CCCC3,-0.1,-0.6,-6.7,-1.2
Cc1ccc2c(c1)C1CN(C)CCC1N2C(=S)NC(=O)c1ccco1 (stereo unspecified),0.0,4.0,-1.9,3.6
O=C(Nc1ccccc1Cl)c1cc(S(=O)(=O)N2CCCCC2)cs1,-0.1,0.9,2.0,-6.6
COc1ccc(C(=O)c2cc([N+](=O)[O-])ccc2N2CCCC2)cc1,-0.2,0.2,21.3,6.2
CC(=O)N1CC(C)Sc2cc(S(=O)(=O)Nc3c(C)cc(C)cc3C)ccc21 (stereo unspecified),0.0,0.3,-9.1,-3.6
CCC1(C)CC2(CCCN(CC#CCN3CCOCC3)C2)CCO1 (stereo unspecified),0.7,-0.1,2.4,-0.5
CCOC(=O)/C(Sc1nc(-c2ccccc2)cc(-c2ccccc2)c1C#N)=C(/C)O,0.2,-1.4,-1.5,-4.3
CS(=O)(=O)N1CCN(c2cc(-c3ccccc3)ncn2)CC1,-0.1,1.1,4.3,1.1
COc1ccc(NC2OC(=O)c3c2ccc(OC)c3OC)c(OC)c1 (stereo unspecified),-0.5,1.7,6.5,2.5
CCOC(=O)c1cc(CC)sc1NC(=O)C1CC=CCC1C(=O)O (stereo unspecified),-0.1,-1.3,-6.5,5.3
COC(=O)c1c(NC(=O)C(C)N2C(=O)c3ccccc3C2=O)sc2c1C(C(=O)OC)CC2 (stereo unspecified),-0.3,0.1,1.8,4.1
COC(=O)CSc1nnc(-c2ccccc2O)n1C,0.0,0.2,3.9,17.0
CCOC(=O)CN(c1ccc(C)cc1)S(=O)(=O)c1ccc(C)cc1,0.3,0.3,9.5,-2.4
CCN(CC)C(=S)Nc1ccc(OC(F)F)cc1,0.0,0.1,-2.8,10.0
COc1ccc(CN2CCc3nnc(C(C)NC(=O)C(C)C)n3CC2)c(O)c1 (stereo unspecified),0.0,-0.5,-2.6,7.3
COC(=O)c1sc2ccccc2c1NC(=O)c1c(OC)cccc1OC,0.7,-0.2,1.9,11.3
CCOC(=O)C1=C(C)N=c2s/c(=C/c3cnn(C)c3C)c(=O)n2C1c1ccc(OC)cc1 (stereo unspecified),-0.1,0.8,3.0,-2.8
CCOc1ccccc1NC(=O)COc1cc(C)ccc1C(C)(C)C,-0.1,0.1,-4.5,-7.9
COc1ccc(C)cc1S(=O)(=O)NCCCCN1CCOC(c2ccccc2)C1 (stereo unspecified),-0.2,2.0,-3.4,-4.7
COc1ccccc1Cc1nc(-c2ccc(OCC(N)=O)cc2)no1,-0.1,0.0,-1.6,8.7

# Part of the list above in order of SMILES length, low to high:
SMILES,FBW7 activator,GPR151 ag,TEAD-YAP inh,MITF primary
CCOc1ccccc1NC(=O)COc1cc(C)ccc1C(C)(C)C,-0.1,0.1,-4.5,-7.9
COc1ccccc1Cc1nc(-c2ccc(OCC(N)=O)cc2)no1,-0.1,0.0,-1.6,8.7
CCOC(=O)c1cc(CC)sc1NC(=O)C1CC=CCC1C(=O)O (stereo unspecified),-0.1,-1.3,-6.5,5.3
Cc1ccc2c(c1)C1CN(C)CCC1N2C(=S)NC(=O)c1ccco1 (stereo unspecified),0.0,4.0,-1.9,3.6

# A few values from the entries so far:
# CS(=O)(=O)N1CCN(c2cc(-c3ccccc3)ncn2)CC1 – GPR151 ag = 1.1
# CC(=O)N1CC(C)Sc2cc(S(=O)(=O)Nc3c(C)cc(C)cc3C)ccc21 (stereo unspecified) – FBW7 activator = 0.0

# Next structures:
SMILES,FBW7 activator,GPR151 ag,TEAD-YAP inh,MITF primary
Cc1cc(C)c(C(N)=O)c(Nc2ccccc2)n1,0.0,0.8,12.9,-4.3
Oc1ccc(Nc2nc(N3CCCCC3)c3ccccc3n2)cc1,-0.3,-3.5,9.9,-0.8
COc1cccc(N2CC(C(=O)Nc3nnc(C)s3)CC2=O)c1 (stereo unspecified),0.1,1.2,-7.9,0.7
CCOC(=O)c1ccc(N=C/C=C2/C=C(c3ccccc3)OC(C)(C)O2)cc1,0.3,1.4,18.0,11.8
COc1cccc(CN2C(=O)CN(CC(=O)O)C(=O)C2c2cccc(F)c2)c1 (stereo unspecified),0.0,-0.7,-6.3,-6.9
CCN=C1SC(CC(=O)NC(N)=O)C(=O)N1CC (stereo unspecified),1.3&0.2,-1.4&1.4,7.5&5.0,11.7&8.7
COc1ccc(CN2CCN(C(=O)c3ccc(-c4ccccc4)cc3)CC2)c(OC)c1OC,-0.2,0.0,2.2,-1.4
Cc1ccc2nc(-c3ccc(NC(=O)COc4ccccc4)cc3)sc2c1,0.0,-0.6,-18.5,6.5
CCN(CC)CC#CCN1c2ccccc2Sc2ccc(Cl)cc21,-0.1,0.6,-7.1,14.5
COc1ccc(Cl)cc1NC(=O)C(CCS(C)(=O)=O)NC(C)=O (stereo unspecified),0.4,0.5,-0.9,-2.6
COc1cc(OC)c(C(=O)OCC(=O)N2CCc3ccccc32)cc1OC,0.6,-0.2,2.8,-9.1
COc1cc(C=O)ccc1OC(=O)C1CC1,-0.1,-0.5,-2.7,5.6
CN(C)S(=O)(=O)c1ccc(/C(O)=C2/C(=O)C(=O)N(CCN3CCOCC3)C2c2cccs2)cc1 (stereo unspecified),0.1,-1.9,2.8,-11.2
CCS(=O)(=O)N1CCN(CC(=O)c2ccco2)CC1,-0.4,1.8,4.8,55.8*
Cc1nc(Sc2nccn2C)c2c3c(sc2n1)CCC3,-0.1,1.7,0.0,7.0
CCOC(=O)c1[nH]cnc1C(=O)Nc1ccccc1OC,-0.3,0.3,14.0,4.7
COc1cccc2cc(C(=O)NC(C)=O)c(=Nc3cccc(C#N)c3)oc12,-0.1,0.3,4.1,-2.8
Cn1nc(OCCOc2ccccc2)ccc1=O,0.0,-1.6,-0.8,18.0
CCc1cc(CNC(=O)CC2C(=O)NCCN2CCc2ccccc2)on1 (stereo unspecified),0.0,0.2,-10.4,11.0
COc1ccc(CCNc2ncnc3c2c(-c2ccccc2)cn3-c2ccc(C)c(Cl)c2)cc1OC,0.3,-0.1,1.9,6.4

# One compound at a time, from the list above:
# `COc1cccc(CN2C(=O)CN(CC(=O)O)C(=O)C2c2cccc(F)c2)c1` (stereo unspecified) is entered as FBW7 activator = 0.0; GPR151 ag = -0.7; TEAD-YAP inh = -6.3; MITF primary = -6.9
# `COc1ccc(Cl)cc1NC(=O)C(CCS(C)(=O)=O)NC(C)=O` (stereo unspecified) is entered as FBW7 activator = 0.4; GPR151 ag = 0.5; TEAD-YAP inh = -0.9; MITF primary = -2.6
# `CCS(=O)(=O)N1CCN(CC(=O)c2ccco2)CC1` is entered as FBW7 activator = -0.4; GPR151 ag = 1.8; TEAD-YAP inh = 4.8; MITF primary = 55.8*

# Next part
SMILES,FBW7 activator,GPR151 ag,TEAD-YAP inh,MITF primary
CSc1cccc(N2C(=O)NC3CC2(C)Oc2ccccc23)c1 (stereo unspecified),0.0,3.3,-0.2,8.6
COc1ccc(NC(=O)c2cc(S(=O)(=O)N3CC(C)CC(C)C3)ccc2F)cc1 (stereo unspecified),0.1,-0.2,-4.6,-0.3
CC(C)N(C(=O)N1CCC(c2nc(-c3ccncc3)no2)CC1)C(C)C,0.0,0.1,2.0,1.4
CC(C)c1ccc(NC(=O)CCNS(=O)(=O)c2ccc3c(c2)oc(=O)n3C)cc1,0.1,0.2,8.5,11.2
CCOC(=O)CNC(c1ccccc1)c1cc(Br)ccc1NC(=O)c1cccc(Cl)c1 (stereo unspecified),-0.1,0.4,-2.9,0.9
Cc1cccc(-n2c(-c3ccccc3)cn3c4c(=O)[nH]c(=O)n(C)c4nc23)c1,-0.1,-0.8,-5.3,14.0
CCC(=O)Nc1nnc(S(=O)(=O)N(C)c2cccc(C)c2)s1,0.3,3.1,-3.8,-12.3
COc1ccc(-c2cc(-c3ccccc3)nc(SCc3ccc(Cl)cc3)c2C#N)cc1,0.0,0.4,-6.7,11.2
CSC1=NCCN1C(=O)c1ccc(C)c([N+](=O)[O-])c1,0.1,1.2,1.1,-5.6
COC(=O)c1c(C)oc2ccc(OC(=O)c3c(C)oc4ccc(OC(C)=O)cc34)cc12,0.1,-1.0,-0.5,6.9
O=C(CCCn1c(SCC(=O)NC2CCCCC2)nc2ccccc2c1=O)NCc1ccccc1Cl,0.2,-0.2,-4.4,-2.6
COc1cc(/C=C2/NC(=O)N(Cc3ccc(C)cc3)C2=O)ccc1OCC(=O)O,0.0,-0.3,1.1,10.3
CCOC(=O)N1CCC(n2c(SCc3ccccc3F)nc3ccsc3c2=O)CC1,0.3,0.9,-1.0,-7.4
CC(C)(C)NC(=O)CN(C(=O)Cn1nnc(-c2ccc(F)cc2)n1)c1ccccc1F,-0.1,1.8,12.2,1.5
NC(=S)N/N=C/c1cccc2ccccc12,-0.1,-0.7,-5.5,-18.5
